FLuc counter = qHTS profiling assay for firefly luciferase inhibitor/activator using purifed enzyme and Km concentrations of substrates (counterscreen for miR-21 project); hit rate 6.9% among 360,000; purified FLuc, Km substrates, luminescence inhibition; Potency, µM (titrated, usually from 57.5 µM), for the others: at the highest dose activity change, negative = inhibition, usual class: inhibitors;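 further: plate controls were vehicle for no effect and reference inhibitor for full effect; nearly all actives have a fitted effect of over 55% in size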
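Biochemical qHTS of compounds, final roughly 60 µM downward over six points, against 10 nM purified firefly luciferase using Km concentrations of substrates (10 uM D-luciferin, 10 uM ATP) in Tris acetate pH 7.5 buffer; luminescence output.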
BRCA1 expr act = qHTS Assay to Identify Small Molecule Activators of BRCA1 Expression; AID 624202, 2012; hit rate 1.1% among 380,000; MCF7-BRCA1-FFLuc reporter, luminescence, 48 h; response scale: scaled: vehicle 0%, 10 µM genistein 100%; Potency, µM (titrated, usually from 46.1 µM), inactives show at the highest dose activation, actives largely listed as activators; further: nearly all actives have a fitted effect of over 80% in size; some results filed as inactive show a strong effect at the top dose
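Luminescence from a BRCA1-driven firefly luciferase in MCF7 cells was read after 48 h compound exposure at 37 C. Data normalized against DMSO and a 10microM genistein activation control, then curve-fitted across the titration.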
ELG1 genotox = qHTS screen for small molecules that induce genotoxicity in human embryonic kidney (HEK293T) cells expressing luciferase-tagged ELG1. HEK293T ELG1-luciferase reporter, luminescence, 16 h. Potency, µM (doses to about 46 µM), for inactives: at the highest dose activity change, positive = activation, actives largely listed as activators. hit rate 1.3% among 330,000. AID 504466, 2011; further: % of control where 0% means no effect; nearly all actives have a fitted effect of over 60% in size
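After overnight (16 hr) compound treatment at 37 °C, ELG1-luciferase HEK293T cells were lysed with ONE-Glo; luminescence quantified 30 min later at room temperature.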
RORg inh = qHTS for inhibitors of ROR gamma transcriptional activity; hit rate 5.4% among 310,000; Potency, µM (doses to about 53.6 µM), for the others: top-dose activity change, negative = inhibition, actives largely listed as inhibitors; Drosophila S2 Gal4-RORgamma UAS-luciferase reporter, 20 h; Nuclear receptor ROR-gamma (Mus musculus), P51450; further: on the % scale 0 is the no-effect control and ±100 the full control effect; nearly all actives have a fitted effect of over 60% in size
Target sequence (P51450 whole entry, looked up, the tested form may be a part): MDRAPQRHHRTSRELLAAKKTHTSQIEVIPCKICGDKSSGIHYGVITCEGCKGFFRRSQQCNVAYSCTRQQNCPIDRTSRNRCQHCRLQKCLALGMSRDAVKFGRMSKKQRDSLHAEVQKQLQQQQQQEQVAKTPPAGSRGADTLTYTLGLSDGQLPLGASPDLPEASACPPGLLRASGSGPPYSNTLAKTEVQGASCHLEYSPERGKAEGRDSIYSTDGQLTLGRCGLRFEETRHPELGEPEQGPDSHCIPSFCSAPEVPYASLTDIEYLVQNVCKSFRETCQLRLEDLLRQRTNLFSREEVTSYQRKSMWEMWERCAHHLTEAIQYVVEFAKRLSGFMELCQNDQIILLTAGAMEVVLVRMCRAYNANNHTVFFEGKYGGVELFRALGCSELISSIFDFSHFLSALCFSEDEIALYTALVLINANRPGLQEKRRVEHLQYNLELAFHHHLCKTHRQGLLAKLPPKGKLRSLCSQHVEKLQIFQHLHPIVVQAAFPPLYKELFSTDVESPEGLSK
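Drosophila S2 cells stably expressing Gal4-DBD/mouse RORγ fusion under metallothionein promoter plus UAS-luciferase; compound 1 h, then 700 uM CuSO4 induction for 20 h at ambient temperature; inhibition read as reduced luminescence.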
Rab9 promoter act = qHTS Assay for Rab9 Promoter Activators; Huh7 Rab9 promoter-luciferase reporter, luminescence, 24 h; Potency, µM (top dose mostly 9.22 µM), inactives show top-dose activation, negative = inhibition, usual class: activators; hit rate 2.8% among 320,000; AID 485297, 2010; further: % of control where 0% means no effect; nearly all actives have a fitted effect of over 60% in size
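Promoter activation is measured as luciferase luminescence in Huh7 cells stably transfected with a Rab9 promoter–luciferase construct, following 24 h compound exposure at 37 °C and 10 min reagent incubation at ambient temperature.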
MLL CXXC-DNA inh = qHTS Fluorescence Polarization Assay for Inhibitors of MLL CXXC domain - DNA interaction | Potency, µM (highest dose often 115 µM), without a hit: at the top dose activity change, negative = inhibition, most hits filed as inhibitors | MLL-CXXC / FITC-HOXA9 DNA fluorescence polarization | Histone-lysine N-methyltransferase 2A (Homo sapiens), Q03164 | hit rate 0.037% among 290,000; active means well fitted inhibition curve with a large enough effect in the polarisation, with a control signal flat, not every such curve was filed as active; inconclusive means small, poorly fitted or top-dose-only effect, or effect the other way, or a change in a side signal; inactive means no such curve, though single readings can be large or run the other way; the % refers to the polarisation
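Purified MLL-CXXC (added from a 7 uM solution) was preincubated 5 min at ambient with pinned compounds in 50 mM Tris-HCl pH 7.5, 50 mM NaCl, 1 mM DTT, 0.05% BSA. Fluorescein-labeled HOX-A9 DNA (50 nM solution) followed, 30 min, then polarization read.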
p53 reactivator = qHTS assay for re-activators of p53 using a Luc reporter | H1299 p53-A138V BP100-luciferase reporter, luminescence, 24 h | Potency, µM (doses to about 92.2 µM), for the others: at the highest dose activity change, positive = activation, most hits filed as activators | hit rate 0.063% among 320,000 | AID 504706, 2011; further: % of control where 0% means no effect; nearly all actives have a fitted effect of over 45% in size
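p53-null H1299 cells stably carrying temperature-sensitive p53-A138V and a BP100-luciferase reporter were pinned with compounds (4-point, 1:5 series) and held 24 hrs at 37 deg C. Luminescence was read 10 min after detection reagent.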
MBNL1-CUG inh = qHTS Assay for Inhibitors of MBNL1-poly(CUG) RNA binding; TR-FRET MBNL1-His/biotin-(CUG)12 binding, 665/545 ratio; Muscleblind-like protein 1 (Homo sapiens), Q9NR56; AID 2675, 2010; hit rate 0.036% among 280,000; Potency, µM (doses to about 57.5 µM), for inactives: at the top dose activity change, negative = inhibition, hits mostly inhibitors; active means well fitted inhibition curve with a large enough effect in the signal ratio, with a control signal flat, not every such curve was filed as active; inconclusive means small, poorly fitted or top-dose-only effect, or effect the other way, or a change in a side signal; inactive means no such curve, though single readings can be large or run the other way; the % refers to the signal ratio; further: on the % scale 0 is the no-effect control and ±100 the full control effect
Target sequence (Q9NR56 whole entry, looked up): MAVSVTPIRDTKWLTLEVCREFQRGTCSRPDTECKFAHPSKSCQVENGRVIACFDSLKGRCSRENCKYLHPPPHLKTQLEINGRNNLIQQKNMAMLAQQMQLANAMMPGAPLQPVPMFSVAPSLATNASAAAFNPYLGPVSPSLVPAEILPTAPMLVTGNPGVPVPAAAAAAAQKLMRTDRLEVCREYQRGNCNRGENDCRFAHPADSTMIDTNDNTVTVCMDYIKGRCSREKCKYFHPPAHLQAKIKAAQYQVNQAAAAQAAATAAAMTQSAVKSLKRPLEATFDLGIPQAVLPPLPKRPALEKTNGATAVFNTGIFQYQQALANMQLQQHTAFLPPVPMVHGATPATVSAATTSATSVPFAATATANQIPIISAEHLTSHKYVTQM
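TR-FRET between His-tagged MBNL1 and biotin-(CUG)12 RNA, detected with Tb anti-His antibody (0.055 ng/ul) and streptavidin-XL665 (5 nM), 60 min at room temperature. Compounds titrated 92 nM to 58 uM; 665/545 nm ratio normalized to buffer and complex controls.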
uPA surface inh = qHTS for Inhibitors of Cell Surface uPA Generation | cell surface uPA generation assay, qHTS | Potency, µM (highest dose often 38.3 µM), for inactives: at the highest dose activity change, negative = inhibition, usual class: inhibitors | hit rate 0.31% among 330,000 | AID 540303, 2011; active means well fitted inhibition curve with a large enough effect; inconclusive means small, poorly fitted or top-dose-only effect; inactive means no such curve, though single readings can be large or run the other way; tested in mouse RAW 264.7 cells; further: on the % scale 0 is the no-effect control and ±100 the full control effect; nearly all actives have a fitted effect of over 55% in size
NPC1 promoter act = qHTS Assay for NPC1 Promoter Activators. Potency, µM (top dose mostly 9.22 µM), for the others: top-dose activation, most hits filed as activators. Huh7 NPC1 promoter luciferase reporter, 24 h. hit rate 2.4% among 320,000. AID 485313, 2010;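 further: % of control where 0% means no effect; nearly all actives have a fitted effect of over 60% in size; reporter is driven by a mutant NPC1 promoter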
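Stable NPC1-promoter luciferase Huh7 line; cpd (DMSO) 24 h, 37 °C, 5% CO2; Amplite luciferase reagent 10 min RT; luminescence readout. qHTS format.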
Gal4-VP16 FLuc = VP16 counterscreen qHTS for inhibitors of ROR gamma transcriptional activity; hit rate 3.5% among 310,000; Potency, µM (series often up to 53.6 µM), for the others: at the highest dose activity, negative = inhibition, usual class: inhibitors; Drosophila S2 Gal4-VP16 UAS-luciferase, luminescence, 20 h;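 further: Gal4-VP16 expression switched on by copper sulfate through the metallothionein promoter; on the % scale 0 is the no-effect control and ±100 the full control effect; nearly all actives have a fitted effect of over 50% in size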
* marks the source's active call; other numbers are inactive results; & = joins results of further samples; ! = not confirmed by another sample; [ ] = remark or other dose. Unless noted, the call rests on the fitted dose curve; in most records, active means well fitted curve in the direction sought with a large enough effect; inconclusive means small, poorly fitted or top-dose-only effect, or another doubt; inactive means no such curve, though single readings can be large; an effect the other way counts as inactive or inconclusive. Potency means the concentration at half of the fitted maximal effect. Only part of the results is shown. The share of hits here may be higher or lower than overall.

CC(=O)Nc1ccc(CNc2ncnc3ccc(-c4c(C)noc4C)cc23)cc1 was read as FLuc counter -13%, BRCA1 expr act -58%, ELG1 genotox 4.1µM*, RORg inh 15%, Rab9 promoter act -2%, p53 reactivator -20%, uPA surface inh inconclusive, NPC1 promoter act -11% and Gal4-VP16 FLuc -34%.
For CCn1c(C)cs/c1=N\C(=S)Nc1ccccc1C the results were FLuc counter -16%, BRCA1 expr act -10%, ELG1 genotox 0%, RORg inh 2.2µM*, Rab9 promoter act -1%, MLL CXXC-DNA inh 6%, p53 reactivator 7%, uPA surface inh 2%, NPC1 promoter act 7% and Gal4-VP16 FLuc 5.6µM*.
Screening Cc1cccc(OCC(=O)NC2CCCc3ccccc32)c1C (stereo not drawn) returned FLuc counter -2%, BRCA1 expr act -16%, ELG1 genotox -5%, RORg inh 5%, Rab9 promoter act -8%, MLL CXXC-DNA inh 0%, p53 reactivator -3%, MBNL1-CUG inh 17%, uPA surface inh -5%, NPC1 promoter act -3% and Gal4-VP16 FLuc -2%.
Screening NC(=O)c1ccc(NC(=O)CN2CCN(c3ccccc3)CC2)cc1 returned FLuc counter 3%, BRCA1 expr act 2%, ELG1 genotox 1%, RORg inh 45%[1.91 µM], Rab9 promoter act 1%, MLL CXXC-DNA inh 1%, p53 reactivator 2%, MBNL1-CUG inh -6%, uPA surface inh 0%, NPC1 promoter act -3% and Gal4-VP16 FLuc -7%.
Screening COc1cc(C=Nc2cccc([N+](=O)[O-])c2C)ccc1OC(C)=O returned FLuc counter inconclusive, BRCA1 expr act 10%, ELG1 genotox 0%, RORg inh 17%, Rab9 promoter act -3%, MLL CXXC-DNA inh 8%, p53 reactivator -4%, uPA surface inh 3%, NPC1 promoter act -1% and Gal4-VP16 FLuc 5%.
For O=C(NCCO)C(=O)NCC1OCCCN1S(=O)(=O)c1ccc2c(c1)OCCO2 (stereo not drawn) the results were FLuc counter 1%, BRCA1 expr act -1%, ELG1 genotox 0%, RORg inh -23%, Rab9 promoter act 7%, MLL CXXC-DNA inh 6%, p53 reactivator -2%, MBNL1-CUG inh -2%, uPA surface inh 9%, NPC1 promoter act 2% and Gal4-VP16 FLuc -8%.
For CC(C)CC1c2[nH]c3ccccc3c2CCN1C(=O)C1CCOCC1 (stereo not drawn) the results were FLuc counter 5%, BRCA1 expr act -18%, ELG1 genotox -2%, RORg inh -6%, Rab9 promoter act -2%, MLL CXXC-DNA inh -10%, p53 reactivator -4%, MBNL1-CUG inh -1%, uPA surface inh -2%, NPC1 promoter act -3% and Gal4-VP16 FLuc -8%.
COCCN1C(=S)N[C@@H](c2cccc(F)c2)C(C(=O)OC)=C1C was read as FLuc counter 0%&0%, ELG1 genotox -1%, RORg inh 3.5µM*!, Rab9 promoter act -6%&-2%, MLL CXXC-DNA inh inconclusive, p53 reactivator 10%, MBNL1-CUG inh 1%&-4%, NPC1 promoter act -6%&-3% and Gal4-VP16 FLuc 11µM*!.
`O=c1ccn(-c2cccc(C(F)(F)F)c2)nc1-c1ccn(-c2ccccc2)n1` gave FLuc counter 2%, BRCA1 expr act -14%, ELG1 genotox -3%, RORg inh 17%, Rab9 promoter act -7%, MLL CXXC-DNA inh 2%, p53 reactivator -4%, MBNL1-CUG inh -1%, uPA surface inh 0%, NPC1 promoter act -6% and Gal4-VP16 FLuc -28%.
O=Cc1cccn1-c1cccnc1 was read as FLuc counter 1%, BRCA1 expr act 6%, ELG1 genotox 2%, RORg inh -14%, Rab9 promoter act -1%, MLL CXXC-DNA inh 2%, p53 reactivator -2%, MBNL1-CUG inh -5%, uPA surface inh 2%, NPC1 promoter act -4% and Gal4-VP16 FLuc 4%.
`CCN(CC)CCSc1nc(O)c(C(C)C)c(=O)[nH]1` gave FLuc counter 1%, BRCA1 expr act 6%, ELG1 genotox -4%, RORg inh -3%, Rab9 promoter act -2%, MLL CXXC-DNA inh 1%, p53 reactivator 5%, MBNL1-CUG inh -6%, uPA surface inh 0%, NPC1 promoter act -2% and Gal4-VP16 FLuc -6%.
Screening COc1ccc(C(=O)NC(=S)Nc2ccc3oc(=O)ccc3c2)cc1OC returned FLuc counter 5%, BRCA1 expr act -12%, ELG1 genotox 3%, RORg inh -14%, Rab9 promoter act 0%, MLL CXXC-DNA inh 0%, p53 reactivator -1%, uPA surface inh -3%, NPC1 promoter act -6% and Gal4-VP16 FLuc -8%.
For Cn1c(-c2ccccc2)c[n+]2c1CCCCC2 the results were FLuc counter 1%, BRCA1 expr act 1%, ELG1 genotox -1%, RORg inh 5%, Rab9 promoter act 0%, MLL CXXC-DNA inh -4%, p53 reactivator 0%, MBNL1-CUG inh 0%, uPA surface inh 4%, NPC1 promoter act -3% and Gal4-VP16 FLuc -10%.
For Cc1ccc(NC(=O)NCCN2CCCCC2)cc1Cl the results were FLuc counter -2%, BRCA1 expr act 4%, ELG1 genotox 13%, Rab9 promoter act -3%, MLL CXXC-DNA inh 5%, MBNL1-CUG inh -4%, uPA surface inh -1% and NPC1 promoter act -5%.
`Cc1ccc(NC(=S)NNC(=O)c2nn(C)c(C)c2Cl)cc1` gave FLuc counter -2%, BRCA1 expr act inconclusive, ELG1 genotox 16%, RORg inh -40%, Rab9 promoter act 3.2µM*, MLL CXXC-DNA inh 36%[activator], p53 reactivator inconclusive, MBNL1-CUG inh 6%, uPA surface inh 1%, NPC1 promoter act inconclusive and Gal4-VP16 FLuc -3%.
For Cc1ccc(-c2csc(NC(=O)c3cnccn3)n2)cc1C the results were FLuc counter -1%, BRCA1 expr act 46%, ELG1 genotox 5%, RORg inh 2.2µM*, Rab9 promoter act 22%, MLL CXXC-DNA inh -8%, p53 reactivator -1%, MBNL1-CUG inh -2%, uPA surface inh 1%, NPC1 promoter act 19% and Gal4-VP16 FLuc inconclusive.
C#CCN1C(=O)C(O)(CC(=O)c2cccc(OC)c2)c2ccccc21 (stereo not drawn) was read as FLuc counter 0%, BRCA1 expr act -19%, ELG1 genotox -4%, RORg inh inconclusive, Rab9 promoter act -5%, MLL CXXC-DNA inh -3%, p53 reactivator 19%, MBNL1-CUG inh 10%, uPA surface inh -15%, NPC1 promoter act -8% and Gal4-VP16 FLuc 2%.
Cc1ccc(CN=c2c([N+](=O)[O-])nn(-c3cccc(Cl)c3)n2O)cc1 was read as FLuc counter -2%, BRCA1 expr act 2%, ELG1 genotox -1%, RORg inh inconclusive, Rab9 promoter act 2%, MLL CXXC-DNA inh 12%, p53 reactivator 10%, MBNL1-CUG inh inconclusive, uPA surface inh -3%, NPC1 promoter act -5% and Gal4-VP16 FLuc 4%.
For CCN(CC)S(=O)(=O)c1cccc(C(=O)NCC2CCCCC2)c1 the results were FLuc counter -2%, BRCA1 expr act -10%, ELG1 genotox -19%, RORg inh 31%, Rab9 promoter act -1%, MLL CXXC-DNA inh 4%, p53 reactivator 0%, MBNL1-CUG inh 7%, NPC1 promoter act -14% and Gal4-VP16 FLuc 1%.
Screening CN(Cc1ccc(OCC(O)CN(C)Cc2ccccc2)cc1)Cc1nccn1C (stereo not drawn) returned FLuc counter -2%, BRCA1 expr act -3%, ELG1 genotox 0%, RORg inh 0%, Rab9 promoter act -9%, MLL CXXC-DNA inh -14%, p53 reactivator 1%, MBNL1-CUG inh 8%, uPA surface inh -22%, NPC1 promoter act 4% and Gal4-VP16 FLuc -7%.
Screening Cc1cccc(OCCNC(=O)c2cncc(Br)c2)c1 returned FLuc counter -1%, BRCA1 expr act 20%, ELG1 genotox 0%, RORg inh 2%, Rab9 promoter act -1%, MLL CXXC-DNA inh 3%, p53 reactivator -10%, uPA surface inh 10%, NPC1 promoter act -2% and Gal4-VP16 FLuc -8%.
`COc1cc(/C=C2/C(=O)NN(c3ccc(Cl)c(Cl)c3)C2=O)cc([N+](=O)[O-])c1O` gave FLuc counter inconclusive, BRCA1 expr act -27%, ELG1 genotox 0%, RORg inh -4%, Rab9 promoter act -2%, MLL CXXC-DNA inh -1%, p53 reactivator 1%, MBNL1-CUG inh inconclusive, uPA surface inh 9%, NPC1 promoter act -3% and Gal4-VP16 FLuc -1%.

Bioassay records as filed in PubChem.
